miR122 inh – inhibitors of miR-122 in Huh7 cells; 0.3% of 340,000 active; Huh7 miR-122 Renilla luciferase sensor, 48 h; neutral wells = 0, positive control = 100; activation (reporter increase), % at 12.5 µM; AID 602342;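 active = mean replicate activation score at least 90 and every replicate individually at or above 90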;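 note: higher luciferase means less miR-122 activity so hits act as miR-122 inhibitors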
Cneo AK release – causes C. neoformans cell lysis; adenylate kinase release luminescence, 4 h; normalised: neutral wells 0, clomiphene wells 100; lysis activity, % at 15 µM; 0.2% of 360,000 active; AID 651654;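 active = mean lysis activity across replicates of at least 80%, whatever share of replicates individually reach that level; inactive = mean lysis activity below 80%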
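Test system: log-phase Cryptococcus neoformans yeast cells; Quantity: yeast cell density of 5 × 10^6 cells/mL; Buffer or medium: YPD; Doses: single compound concentration per well; Timing: 4 h at 37 °C static, read 1 h later; Measured by: AK luminescence; Read-out basis: lysis from increased AK signal; Control set: Clomiphene as positive control.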
PglD DTNB – inhibitors of Campylobacter jejuni PglD acetyltransferase; purified PglD enzyme, DTNB colorimetric CoA detection; inhibition, % at 12.5 µM; 0.098% of 360,000 active; in the data active = inhibition above about 16%, passing the limit was not always enough; note: strong numbers were not always called active
RAD52 anneal inh – RAD52 (human) annealing inhibition | P43351 | recombinant RAD52 DNA annealing, FRET fluorescence | inhibition, % at 18.7 µM | 0.46% of 360,000 active | AID 651710;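 active = every replicate showing at least 50% inhibition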
ERAP1 inh – ERAP1 (human) enzyme inhibition | 0.15% of 340,000 active | recombinant ERAP1, Leu-AMC fluorescence, 60 min | Q9NZ08 | inhibition, % at 10.7 µM | AID 652197;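 active = mean replicate inhibition of at least 30%, or all replicates individually reaching that 30% level; inactive = mean below 30% and not every replicate reaching it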;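 note: 0% = neutral control wells and 100% = L-leucinethiol positive control wells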
E-selectin induc – E-selectin induction on HUVECs; P16581; HUVEC E-selectin immunofluorescence imaging; normalized: neutral wells 0, TNF-alpha wells 100; activation, % at 7.58 µM; 0.37% of 260,000 active; AID 686992;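 active = mean E-selectin-positive cell signal at least 10% of the positive control, reached in at least 60% of replicates, without over 20% cell loss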;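 note: in these data hits start at about 27%; measured in HUVEC primary endothelial cells; signal is the percent of cells scored E-selectin positive by PE staining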
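Test system: HUVEC | Signal: Immunofluorescence imaging | Read-out: Percent E-selectin-positive cells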
PGC1a acetyl inh – lowers PGC1a acetylation signal in U2OS cells; AlphaScreen anti-acetyl-lysine; with virally co-expressed GCN5 acetyltransferase; inhibition, % at 15.6 µM; 0.17% of 350,000 active; AID 651687;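 active = every replicate shows inhibition of at least 40%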;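 note: 0% = neutral control wells and 100% = positive control wells; some results beyond the cut were filed as inactive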
RAD54 branch – inhibitors of human RAD54 branch migration; inhibition, % at 10.4 µM; Q92698; 0.14% of 360,000 active; RAD54 Holliday junction branch migration, FAM/BHQ fluorescence;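 active = mean normalized replicate activity at least 40 and at least half of replicates scoring 40 or more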;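 note: 0% = median of neutral control wells and 100% = median of positive control wells; inhibitors cause a drop in the FAM fluorescence signal; in these data hits start at about 50%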
Target sequence (Q92698 whole entry, looked up): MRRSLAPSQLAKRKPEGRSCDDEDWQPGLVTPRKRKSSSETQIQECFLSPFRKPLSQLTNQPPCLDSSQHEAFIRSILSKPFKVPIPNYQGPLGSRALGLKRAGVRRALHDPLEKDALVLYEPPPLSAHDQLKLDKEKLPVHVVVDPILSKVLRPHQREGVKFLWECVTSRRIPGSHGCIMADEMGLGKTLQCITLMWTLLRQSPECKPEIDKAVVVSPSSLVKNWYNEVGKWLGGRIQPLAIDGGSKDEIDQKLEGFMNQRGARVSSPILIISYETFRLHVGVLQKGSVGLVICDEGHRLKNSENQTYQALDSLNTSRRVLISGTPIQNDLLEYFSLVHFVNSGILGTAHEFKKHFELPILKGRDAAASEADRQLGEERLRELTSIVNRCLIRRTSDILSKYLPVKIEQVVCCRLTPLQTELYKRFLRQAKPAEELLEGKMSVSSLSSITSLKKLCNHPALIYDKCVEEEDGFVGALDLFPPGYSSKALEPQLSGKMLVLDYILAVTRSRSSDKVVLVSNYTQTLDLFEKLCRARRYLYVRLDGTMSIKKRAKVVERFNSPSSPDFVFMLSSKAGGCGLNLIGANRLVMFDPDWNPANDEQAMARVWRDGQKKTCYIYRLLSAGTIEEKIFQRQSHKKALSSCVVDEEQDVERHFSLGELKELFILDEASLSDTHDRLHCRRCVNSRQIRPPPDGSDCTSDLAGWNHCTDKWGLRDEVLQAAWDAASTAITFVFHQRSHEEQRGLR
An asterisk follows results filed as active; [ ] = remark or other dose.

C[C@H](CO)N1C[C@H](C)[C@H](CN(C)C(=O)C2CCC2)Oc2cc(-c3cccnc3)ccc2S1(=O)=O was read as miR122 inh -5[16.7 µM], Cneo AK release -1, PglD DTNB 2, RAD52 anneal inh 11, ERAP1 inh 2, E-selectin induc 0.0, PGC1a acetyl inh -11 and RAD54 branch 1.
Screening Cc1ccc(C(C#N)c2ccc(C(=O)c3ccc(F)cc3)cc2)cc1 (stereo not given) returned miR122 inh -8, Cneo AK release 0, PglD DTNB -4, PGC1a acetyl inh -7 and RAD54 branch -2.
`COc1cc(CCCN2C(=O)C(=O)NC[C@H]2Cc2cccc3ccccc23)cc(OC)c1OC` gave Cneo AK release -1, PglD DTNB 4, RAD52 anneal inh -9, ERAP1 inh 2, E-selectin induc 0.0 and RAD54 branch -2.
For COc1ccc(/C=C(\C#N)C(=O)OCC(=O)NCc2ccccc2)cc1 the results were miR122 inh 0, Cneo AK release 0, PglD DTNB -4, RAD52 anneal inh -18, ERAP1 inh 0, E-selectin induc -1.7, PGC1a acetyl inh -6 and RAD54 branch 0.
`CCN(CC)S(=O)(=O)c1ccc2oc(C(=O)Nc3ccc(OC)cc3OC)c(C)c2c1` gave miR122 inh 2, Cneo AK release -2, PglD DTNB -4, PGC1a acetyl inh -4 and RAD54 branch -8.
`COC(=O)C1=C(C)NC2=C(C(=O)CCC2)C1c1cccc(C)n1` (stereo not given) gave miR122 inh -2, Cneo AK release 1, PglD DTNB 6, RAD52 anneal inh -8, ERAP1 inh -5 and RAD54 branch -10.
Cc1ccn2c(c1)nc(=O)c1cc(S(=O)(=O)N3CCCCC3)ccc12 was read as Cneo AK release -5, PglD DTNB -3, RAD52 anneal inh -13, ERAP1 inh -2, E-selectin induc 0.0 and RAD54 branch 17.
O=C(NC1CCCCC1)C1c2ccccc2C(=O)N1Cc1ccco1 (stereo not given) was read as Cneo AK release 1, PglD DTNB 1, RAD52 anneal inh -21, ERAP1 inh 3, PGC1a acetyl inh 12 and RAD54 branch 4.
For CCCC(=O)N1CCN(c2nc3ccc(Cl)cc3s2)CC1 the results were miR122 inh -4, Cneo AK release 2, PglD DTNB 2, RAD52 anneal inh -3, ERAP1 inh -1, PGC1a acetyl inh -10 and RAD54 branch 14.
For NS(=O)(=O)c1ccc(S(=O)(=O)N(Cc2ccccc2F)CC2CCCO2)cc1 (stereo not given) the results were miR122 inh -3, Cneo AK release -2, PglD DTNB -1, PGC1a acetyl inh -2 and RAD54 branch -7.
`CC1CCN(C(=O)CN(Cc2ccccc2)S(C)(=O)=O)CC1` gave miR122 inh 1, Cneo AK release 5, PglD DTNB 3, RAD52 anneal inh 0, ERAP1 inh 4, PGC1a acetyl inh 1 and RAD54 branch 2.
For O=C(O)/C=C/C(=O)N1CCN(Cc2ccc3c(c2)OCO3)CC1 the results were miR122 inh 0, Cneo AK release 2, PglD DTNB -2, RAD52 anneal inh -7, ERAP1 inh 0, E-selectin induc 0.0, PGC1a acetyl inh 2 and RAD54 branch 6.
`COC(=O)c1cc(S(=O)(=O)N(C)C2CCCCC2)c[nH]1` gave miR122 inh -2, Cneo AK release -2, PglD DTNB 1, RAD52 anneal inh -8, ERAP1 inh -3, E-selectin induc 3.0, PGC1a acetyl inh -6 and RAD54 branch 4.
C[C@@H]1CN([C@@H](C)CO)C(=O)c2cc(NC(=O)c3ccncc3)ccc2O[C@@H]1CN(C)Cc1ccccc1 was read as miR122 inh 21[16.7 µM], Cneo AK release -7, PglD DTNB -2, RAD52 anneal inh 6, ERAP1 inh 0, E-selectin induc 1.3 and RAD54 branch -4.
Screening CCOC(=O)CC1C(=O)NCCN1C(=O)c1ccc(F)cc1F (stereo not given) returned miR122 inh -7, Cneo AK release 0, PglD DTNB -1, PGC1a acetyl inh -7 and RAD54 branch 7.
Screening Cc1cccc(C(=O)Nc2sc(C)c(-c3ccccc3)c2C#N)c1 returned miR122 inh 1, Cneo AK release -3, PglD DTNB 5, PGC1a acetyl inh 5 and RAD54 branch -7.
For COc1ccccc1CN(C)C(=O)C(NC(=O)Cc1cccc2ccccc12)C(C)C (stereo not given) the results were Cneo AK release 3, PglD DTNB 1, RAD52 anneal inh -20, ERAP1 inh -3, E-selectin induc 0.2 and RAD54 branch 0.
For COCCCN1C(=O)C(=O)/C(=C(/O)c2ccc(OC(C)C)cc2)C1c1cccnc1 (stereo not given) the results were miR122 inh 3, Cneo AK release 1, PglD DTNB -2, PGC1a acetyl inh 2 and RAD54 branch 7.
`CCCCNC(=O)C1CC(c2c(Cl)cccc2Cl)=NO1` (stereo not given) gave miR122 inh 1, Cneo AK release 9, PglD DTNB 4, RAD52 anneal inh -10, ERAP1 inh -1, E-selectin induc -0.1, PGC1a acetyl inh 1 and RAD54 branch -6.
`Cc1noc(C)c1S(=O)(=O)Nc1ccc2c(c1)C(=O)N([C@H](C)CO)C[C@@H](C)[C@@H](CN(C)C(=O)c1ccncc1)OCCCC[C@@H](C)O2` gave miR122 inh 5[16.7 µM], Cneo AK release -1, PglD DTNB -1, RAD52 anneal inh 9, ERAP1 inh 1, E-selectin induc 0.0, PGC1a acetyl inh 20 and RAD54 branch 5.
Screening COc1ccc(CN(C)C[C@H]2Oc3ccc(NC(=O)Nc4ccccc4)cc3C(=O)N([C@H](C)CO)C[C@@H]2C)cc1 returned miR122 inh -3[16.7 µM], Cneo AK release 1, PglD DTNB -12, RAD52 anneal inh 21, ERAP1 inh -5, E-selectin induc 0.2, PGC1a acetyl inh -13 and RAD54 branch 5.
For COCCNC(=O)C[C@@H]1C[C@@H]2c3cc(NC(=O)c4cccnc4)ccc3O[C@@H]2[C@@H](CO)O1 the results were miR122 inh -1[16.7 µM], Cneo AK release -1, PglD DTNB 9, RAD52 anneal inh -6, ERAP1 inh -1, E-selectin induc 0.0, PGC1a acetyl inh -1 and RAD54 branch 5.
Screening CC(=O)Nc1ccc(-c2csc(NC(=O)CCNC(=O)c3ccco3)n2)cc1 returned Cneo AK release -1, PglD DTNB 0, RAD52 anneal inh -11, ERAP1 inh -2, E-selectin induc -0.2, PGC1a acetyl inh -28 and RAD54 branch -1.
For Cc1ccc(NC(=O)Cn2nc(C(F)(F)F)c3c2CCC3)cc1 the results were Cneo AK release 1, PglD DTNB -1, RAD52 anneal inh -1, ERAP1 inh -1, PGC1a acetyl inh 3 and RAD54 branch 5.
CCCNC(=O)N1CCC2(CC1)CN(C(=O)NC(C)C)[C@H](CO)c1c2c2ccc(OC)cc2n1C was read as RAD52 anneal inh -1, ERAP1 inh 0, E-selectin induc 0.6 and PGC1a acetyl inh 9.
`C=CCOc1ccc(Cl)cc1C(=O)O` gave miR122 inh -3, Cneo AK release -1, PglD DTNB -7, PGC1a acetyl inh 12 and RAD54 branch 8.
`C=CCn1c(CC(=O)OC)csc1=Nc1ccc(C(C)=O)cc1` gave miR122 inh -6, Cneo AK release -13, PglD DTNB -1, RAD52 anneal inh -6, ERAP1 inh 15, PGC1a acetyl inh -3 and RAD54 branch -1.
For O=C(C[C@@H]1CC[C@@H]2[C@H](COC[C@H](O)CN2C(=O)c2ccncc2)O1)NCc1ccc(-c2ccccc2)cc1 the results were miR122 inh 1[16.7 µM], Cneo AK release -1, PglD DTNB 3, RAD52 anneal inh 6, ERAP1 inh -5, E-selectin induc 0.2, PGC1a acetyl inh -2 and RAD54 branch 12.
For C[C@@H]1CN([C@@H](C)CO)C(=O)c2cc(NC(=O)Cn3cnnn3)ccc2O[C@H]1CN(C)Cc1ccc(Oc2ccccc2)cc1 the results were miR122 inh -4[16.7 µM], Cneo AK release 2, PglD DTNB -4, RAD52 anneal inh -22, ERAP1 inh 0, E-selectin induc 48*, PGC1a acetyl inh 3 and RAD54 branch 20.
Screening O=C(C[C@@H]1C[C@@H]2c3cc(NC(=O)Nc4ccc(F)cc4)ccc3O[C@@H]2[C@H](CO)O1)NC1CCCC1 returned miR122 inh 2[16.7 µM], Cneo AK release -2, PglD DTNB -35, RAD52 anneal inh -13, ERAP1 inh 1, E-selectin induc 0.0, PGC1a acetyl inh 3 and RAD54 branch -1.
`CSc1nc(C)c2c(n1)N(c1cccc(C)c1)CC2` gave miR122 inh 1, Cneo AK release 4, PglD DTNB 5, PGC1a acetyl inh -15 and RAD54 branch 7.
For C#CCSc1nccc(-c2nn(-c3ccc(C)cc3)ccc2=O)n1 the results were miR122 inh -3, Cneo AK release 0, PglD DTNB 4, PGC1a acetyl inh 9 and RAD54 branch -14.
For COC(=O)c1sc(S(=O)(=O)NC(Cc2ccccc2)C(=O)O)c(C(=O)OC)c1C (stereo not given) the results were Cneo AK release -5, PglD DTNB 3, RAD52 anneal inh -7, ERAP1 inh -2, E-selectin induc 0.0 and RAD54 branch 4.
`CCOC(=O)C1(C)CCN1C(=O)c1c(F)cccc1F` (stereo not given) gave miR122 inh -6, Cneo AK release -1, PglD DTNB -3, RAD52 anneal inh -13, ERAP1 inh 2, E-selectin induc -0.1, PGC1a acetyl inh 26 and RAD54 branch 3.
Screening O=C(C[C@@H]1CC[C@H]2[C@@H](COC[C@H](O)CN2C(=O)Nc2cc(Cl)cc(Cl)c2)O1)NCC1CC1 returned miR122 inh -2[16.7 µM], Cneo AK release 0, PglD DTNB 3, RAD52 anneal inh -7, ERAP1 inh 1, E-selectin induc 0.0, PGC1a acetyl inh -6 and RAD54 branch -4.
Screening COC(=O)c1ccc(CSc2nc3c(c(=O)n2-c2ccc(F)cc2)SCC3)o1 returned miR122 inh 1, Cneo AK release 0, PglD DTNB -3, PGC1a acetyl inh -4 and RAD54 branch 1.
For CC1c2cc3c(cc2CCN1C(=O)c1ccc(C(F)(F)F)cc1)OCCCO3 (stereo not given) the results were miR122 inh -7, Cneo AK release 5, PglD DTNB 10, RAD52 anneal inh -11, ERAP1 inh -3, PGC1a acetyl inh -3 and RAD54 branch 9.
For NS(=O)(=O)c1ccc(CCNC(=O)Cc2c[nH]c3ccccc23)cc1 the results were miR122 inh -5, Cneo AK release 0, PglD DTNB -1, RAD52 anneal inh -12, ERAP1 inh -2, PGC1a acetyl inh -4 and RAD54 branch -1.
Cc1cc(C)cc(NC(=O)C(OC(=O)c2ccc(O)cc2)c2ccccc2)c1 (stereo not given) was read as miR122 inh 13, Cneo AK release 0, PglD DTNB -2, RAD52 anneal inh 9, ERAP1 inh -2, E-selectin induc 0.2, PGC1a acetyl inh -11 and RAD54 branch 9.
Screening O=C(CC1CCCC1)Nc1cc(S(=O)(=O)N2CCOCC2)ccc1O returned miR122 inh -2, Cneo AK release 0, PglD DTNB 6, RAD52 anneal inh -9, ERAP1 inh 6, PGC1a acetyl inh -1 and RAD54 branch 0.

Arranged by number of heavy atoms (largest number first): some entries from above
Screening O=C(C[C@@H]1CC[C@H]2[C@@H](COC[C@H](O)CN2C(=O)Nc2cc(Cl)cc(Cl)c2)O1)NCC1CC1 returned miR122 inh -2[16.7 µM], Cneo AK release 0, PglD DTNB 3, RAD52 anneal inh -7, ERAP1 inh 1, E-selectin induc 0.0, PGC1a acetyl inh -6 and RAD54 branch -4.
Screening COC(=O)c1ccc(CSc2nc3c(c(=O)n2-c2ccc(F)cc2)SCC3)o1 returned miR122 inh 1, Cneo AK release 0, PglD DTNB -3, PGC1a acetyl inh -4 and RAD54 branch 1.
Screening O=C(CC1CCCC1)Nc1cc(S(=O)(=O)N2CCOCC2)ccc1O returned miR122 inh -2, Cneo AK release 0, PglD DTNB 6, RAD52 anneal inh -9, ERAP1 inh 6, PGC1a acetyl inh -1 and RAD54 branch 0.
